Compound activity (PubChem BioAssay)
PPARg SRC2 recr = agonists of SRC-2 recruitment by human PPARgamma; P37231; activation, % at 8 µM; PPARgamma LBD-SRC-2 recruitment, biochemical; hit rate 0.34% among 200,000; in the data active = activation above about 22%;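 also: 0% = vehicle and 100% = reference agonist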
ROMK mod = human ROMK K+ channel modulation, primary screen | P48048 | Tet-inducible ROMK, thallium flux fluorescence; actives lie on both sides | B-score at 10 µM | hit rate 2% among 130,000;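 active = signal ratio slope over the read window, or its plate-corrected B-score, at least 3 SD from the plate mean, either direction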;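 also: B-score of the F/F0 ratio slope over 7 to 12 s after thallium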
Target sequence (P48048 whole entry, looked up): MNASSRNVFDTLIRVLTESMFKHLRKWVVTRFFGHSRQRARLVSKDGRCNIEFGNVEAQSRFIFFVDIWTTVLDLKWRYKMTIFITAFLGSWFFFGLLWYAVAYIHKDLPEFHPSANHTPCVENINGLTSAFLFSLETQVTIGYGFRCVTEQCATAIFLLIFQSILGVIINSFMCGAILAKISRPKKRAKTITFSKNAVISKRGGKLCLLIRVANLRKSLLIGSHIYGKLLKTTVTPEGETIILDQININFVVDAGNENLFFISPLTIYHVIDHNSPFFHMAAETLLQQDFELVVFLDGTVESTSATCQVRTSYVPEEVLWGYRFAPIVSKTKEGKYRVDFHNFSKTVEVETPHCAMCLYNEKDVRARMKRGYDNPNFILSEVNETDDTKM
STAT3 blocker = STAT3 signaling inhibition; U3A cells, IL-6 STAT3-luciferase reporter, luminescence; host cell line lacks STAT1; inhibition, % at 5.5 µM; hit rate 0.89% among 190,000; AID 862;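 active = inhibition above the mean inhibition across all screened compounds plus 3 SD, cut at about 44% in these data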;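 also: 0% = DMSO only wells and 100% = 100 µM nifuroxazide control wells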
STAT1 blocker = STAT1 signaling inhibition. NIH 3T3 STAT1-luciferase reporter, IFN-gamma, luminescence. inhibition, % at 5.5 µM. hit rate 0.35% among 200,000. AID 920;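 active = inhibition above a set limit, the mean inhibition across all tested compounds plus 3 SD, cut at about 34% in these data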;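 also: 0% = IFN-gamma with DMSO and 100% = IFN-gamma with 300 µM nifuroxazide; values of inactives mirror those of a sister screen read the other way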
STAT3 activator = STAT3 signaling activation; U3A cells, IL-6 STAT3-luciferase reporter, luminescence; 100% = signal with IL-6 EC80 alone; activation (% of control), % at 5.6 µM; hit rate 0.91% among 190,000; AID 871;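 active = activation above the screen-wide mean of compound activation plus 3 SD, cut at about 130% in these data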;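 also: 0% = background luminescence of wells with medium and substrate only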
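Material: human STAT1-deficient U3A cells with stable STAT3-luciferase reporter / Probe or stimulus: IL-6 stimulus at 33 ng/mL final / Schedule: 1 h compound pre-exposure, 6 h IL-6 stimulation, 37 °C / Technique: luminescence / Read-out basis: percent of IL-6-only median luminescence / Control set: IL-6-only high control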
TNAP act hi DEA = TNAP (human) activation, high acceptor; 200,000 tested, under 10 active; P05186; AID 1136; activation factor at 20 µM; purified TNAP, CDP-star luminescence, 1 M DEA, 30 min; stronger effect = higher value; 0 = EDTA background, 1 = DMSO-only activity;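 active = activation factor at least 2 at 20 µM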
Target sequence (P05186 whole entry, looked up): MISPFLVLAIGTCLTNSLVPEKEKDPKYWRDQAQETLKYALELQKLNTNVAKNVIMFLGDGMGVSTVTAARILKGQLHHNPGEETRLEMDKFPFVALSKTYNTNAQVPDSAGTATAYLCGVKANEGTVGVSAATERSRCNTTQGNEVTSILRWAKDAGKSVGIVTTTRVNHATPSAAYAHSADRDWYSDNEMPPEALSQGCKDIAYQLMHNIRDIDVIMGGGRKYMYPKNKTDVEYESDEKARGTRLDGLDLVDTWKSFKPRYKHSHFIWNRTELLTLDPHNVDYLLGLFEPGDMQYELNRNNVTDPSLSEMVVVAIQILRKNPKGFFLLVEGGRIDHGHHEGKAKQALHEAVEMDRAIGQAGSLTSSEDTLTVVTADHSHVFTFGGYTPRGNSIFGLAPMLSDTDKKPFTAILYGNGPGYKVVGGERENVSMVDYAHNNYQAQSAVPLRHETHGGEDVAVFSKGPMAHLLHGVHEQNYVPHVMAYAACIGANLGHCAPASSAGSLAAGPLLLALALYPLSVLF
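Measured by: Luminescent substrate turnover signal | Test system: Human TNAP | Input: TNAP 1/800 final | Dosing: 20 µM single point | Schedule: 30 min, room temperature | Controls: EDTA wells as negative control, DMSO wells as positive control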
PPARg SRC-3 ag = agonists of human PPARgamma SRC-3 coactivator recruitment | biochemical PPARgamma/SRC-3 coactivator recruitment assay | activation, % at 8 µM | hit rate 0.26% among 200,000 | AID 731; in the data active = activation above about 23%;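 also: 0% = DMSO and 100% = reference agonist; some compounds past the cut are filed as inactive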
TR-FRET SRC-2 ct = counter-screen for PPARgamma SRC-2 recruitment agonists: TR-FRET artefact; TR-FRET ratio at 8 µM; hit rate 0.4% among 200,000; AID 1049; stronger effect = higher value; in the data active = TR-FRET ratio above about 2000; also: inactives centre near 1500
bIAP inhibitor = intestinal alkaline phosphatase (bovine) inhibition | purified bovine IAP, CDP-star luminescence, 30 min | inhibition, % at 20 µM | 190,000 tested, under 10 active | AID 1019;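 active = over 50% inhibition of intestinal alkaline phosphatase at 20 µM in the single-dose screen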
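test system = bovine IAP enzyme | medium = DEA buffer 100 mM, pH 9.8, with MgCl2 1.0 mM, ZnCl2 0.02 mM | detection = luminescence | dosing = single compound dose of 20 µM, 2% DMSO final | incubation = 30 min reaction at room temperature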
PPARg SRC-1 ag = agonists of human PPARgamma SRC-1 coactivator recruitment | activation, % at 8 µM | PPARgamma-SRC-1 coactivator recruitment biochemical assay | hit rate 0.41% among 200,000; in the data active = activation above about 19%;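 also: 0% = DMSO and 100% = reference agonist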
bIAP act = increases bovine intestinal alkaline phosphatase activity; purified bovine IAP, CDP-star luminescence, 30 min; stronger effect = higher value; fold of DMSO-control signal, blank-subtracted; activation factor at 20 µM; hit rate 0.17% among 200,000; AID 1016;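 active = activation factor of 2 or more at 20 µM, a signal rise over negative controls twice the positive control's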
Active calls of the source: *; . = no result given. This is a random part of the collection; about 3.7% have a hit in one of these screens.

Key to letters – A = PPARg SRC2 recr; B = ROMK mod; C = STAT3 blocker; D = STAT1 blocker; E = STAT3 activator; F = TNAP act hi DEA; G = PPARg SRC-3 ag; H = TR-FRET SRC-2 ct; I = bIAP inhibitor; J = PPARg SRC-1 ag; K = bIAP act
Compound: CC(=O)NC(=S)Nc1ccccc1N1CCCCC1
  A = 8.6	B = 0.0717	C = 11.2	D = 5.7	E = 94.9	F = 1	G = 6.5	H = 1677	I = 3.4	J = 9.0	K = 1

Compound: Cc1ccc(-c2n[nH]c(=S)n2C)cc1
  A = -3.9	B = 1.59	C = 8.6	D = 4.9	E = 96.1	F = 1	G = -1.3	H = 1576	I = 10.0	J = -0.7	K = 0.9

Compound: O=C(CC(NC(=O)c1ccccc1Cl)c1ccccc1)Nc1ccc2c(c1)OCO2 (stereo unspecified)
  A = -1.4	B = -0.933	C = -7.6	D = 0.3	E = 106.5	F = 1.1	G = 0.6	H = 1607	I = 10.4	J = -1.8	K = 0.9

Compound: Cc1ccc(-c2ccc(/C=N\NC(=O)C3C(=O)NCC3c3ccccc3)o2)cc1Cl (stereo unspecified)
  A = 6.5	B = -0.209	C = 4.3	D = -2.0	E = 96.7	F = 1.1	G = 11.4	H = 1498	I = -6.2	J = -0.4	K = 1.1

Compound: Cc1ccc(O)c(-c2cc(-c3cccc(Br)c3)n[nH]2)c1
  A = -3.8	B = 0.638	C = 5.2	D = -7.5	E = 100.4	F = 1	G = -1.4	H = 1522	I = -15.1	J = 0.1	K = 1.2

Compound: Cc1cc(C(=O)OCn2nnc3ccccc3c2=O)c(C)n1-c1ccccc1
  A = 6.2	B = 1.54	C = 4.6	D = -10.5	E = 103.7	F = 1	G = 5.0	H = 1458	I = 0.0	J = 7.3	K = 1

Compound: Cc1ccc(-c2nnn(CC(=O)N(c3ccccc3F)C(C(=O)NCC3CCCO3)c3c[nH]c4ccccc34)n2)cc1 (stereo unspecified)
  A = 13.9	B = .	C = -48.5	D = -0.4	E = 145.1*	F = 1.1	G = 5.8	H = 1705	I = -2.6	J = 9.9	K = 1

Compound: O=C(CCNC(=O)c1ccc([N+](=O)[O-])cc1)Nc1nccs1
  A = 1.5	B = 0.000233	C = 12.3	D = -1.5	E = 91.2	F = 1.1	G = -1.3	H = 1622	I = 0.3	J = 6.1	K = 1

Compound: O=C(Nc1ccc(Br)cc1Cl)Nn1cnnc1
  A = -1.5	B = .	C = -0.5	D = -1.3	E = 102.0	F = 1.1	G = 9.2	H = 1661	I = 3.4	J = 4.5	K = 1

Compound: COc1ccc(C(=O)CSc2nnc(C3CC3)n2N)cc1
  A = 19.0	B = -0.673	C = 5.4	D = 5.3	E = 99.2	F = 1.1	G = 7.6	H = 1630	I = 5.2	J = 2.5	K = 0.9

Compound: Cc1ccc(C2C(=O)N(C3CCC(C)CC3)CC(=O)N2C2CCCC2)cc1 (stereo unspecified)
  A = -3.9	B = -0.025	C = 8.3	D = 6.3	E = 97.9	F = 1	G = -7.5	H = 1400	I = 1.5	J = -1.4	K = 1

Compound: O=C(NCc1ccco1)c1cc(-c2ccccc2)on1
  A = 0.1	B = 0.307	C = -1.0	D = -33.6	E = 103.2	F = 1.1	G = -9.8	H = 1497	I = 9.2	J = 4.5	K = 0.9

Compound: CCOC(=O)C1CCCN(CC(=O)Nc2c(C(=O)OC)[nH]c3ccc(Cl)cc23)C1 (stereo unspecified)
  A = 3.5	B = .	C = 3.9	D = 7.7	E = 101.2	F = 1	G = 4.2	H = 1713	I = -3.9	J = 0.8	K = 1

Compound: CCOc1ccc(CNC(=O)c2ccco2)cc1
  A = -1.5	B = -0.726	C = -3.7	D = -6.8	E = 109.1	F = 1	G = -5.5	H = 1182	I = 11.5	J = 1.7	K = 0.9

Compound: CC1(C(=O)O)C=CCN1C(=O)c1ccccc1 (stereo unspecified)
  A = 1.4	B = 0.222	C = 1.0	D = -1.5	E = 96.7	F = 1.1	G = 1.2	H = 1556	I = 12.7	J = -1.5	K = 0.9

Compound: CCOc1ccc(CCNC(=O)C2=C(C)C(=O)OC23CCC(C)CC3)cc1OCC (stereo unspecified)
  A = 1.1	B = .	C = -5.7	D = -2.3	E = 107.7	F = 1.1	G = 6.0	H = 1361	I = 8.5	J = 9.9	K = 0.9

Compound: CCOCCCNC(=O)Cn1nc(-c2ccccc2)ccc1=O
  A = -3.8	B = 1.03	C = 0.8	D = 5.5	E = 99.2	F = 1	G = -0.8	H = 1677	I = 14.3	J = 3.9	K = 0.9

Compound: CC(=O)N1[C@H](Cc2ccccc2)C=C[C@]1(C)C(=O)NCCc1c[nH]c2ccccc12
  A = -2.7	B = 0.0114	C = -18.6	D = -0.5	E = 113.2	F = 1	G = 3.5	H = 1523	I = 16.3	J = 6.2	K = 0.8

Compound: CC(C(=O)O)n1cc(Cl)cn1 (stereo unspecified)
  A = -1.5	B = -1.37	C = -0.3	D = -5.4	E = 101.5	F = 1	G = 3.7	H = 1683	I = 5.9	J = -1.1	K = 0.9

Compound: O=C(OCC(=O)N1N=C(c2ccc(Cl)cc2)CC1c1ccco1)c1ccccc1O (stereo unspecified)
  A = -0.2	B = -0.364	C = 1.4	D = -3.6	E = 98.8	F = 1.1	G = 7.0	H = 1486	I = -1.5	J = -4.1	K = 1

Compound: CCNC(=O)NC(=O)C(C)OC(=O)c1oc2ccc(OC)cc2c1C (stereo unspecified)
  A = 0.0	B = 1.43	C = 3.7	D = 20.9	E = 95.7	F = 1	G = -5.5	H = 1569	I = 7.8	J = 3.7	K = 0.9

Compound: O=S(=O)(c1ccc(N2CCCC2)nc1)N1CCCC1
  A = 9.1	B = 0.54	C = -0.5	D = 13.2	E = 102.3	F = 1	G = 5.2	H = 1618	I = -6.9	J = 5.0	K = 1.1

Compound: NC(=O)CC[C@@H]1NC(=O)[C@H](CO)NC(=O)c2cc([N+](=O)[O-])cc(I)c2OCC[C@@H](C(N)=O)NC1=O
  A = -0.7	B = 1.13	C = -2.8	D = -2.8	E = 100.0	F = 1.1	G = -0.1	H = 1443	I = 17.6	J = 4.2	K = 0.8

Compound: O=C1CC(NNc2nc3ccccc3s2)C(=O)N1c1ccccc1 (stereo unspecified)
  A = -1.6	B = 1.02	C = 11.3	D = 0.0	E = 96.9	F = 1	G = -7.2	H = 1350	I = 3.1	J = 3.4	K = 1

Compound: CC(=O)NC(=S)NNC(=O)COc1ccc([N+](=O)[O-])cc1
  A = 0.2	B = 0.876	C = 3.8	D = -0.1	E = 104.1	F = 1	G = 1.6	H = 1357	I = -19.9	J = 0.0	K = 1.2

Exported bar-delimited: part of the list above
SMILES | PPARg SRC2 recr | ROMK mod | STAT3 blocker | STAT1 blocker | STAT3 activator | TNAP act hi DEA | PPARg SRC-3 ag | TR-FRET SRC-2 ct | bIAP inhibitor | PPARg SRC-1 ag | bIAP act
O=C(NCc1ccco1)c1cc(-c2ccccc2)on1 | 0.1 | 0.307 | -1.0 | -33.6 | 103.2 | 1.1 | -9.8 | 1497 | 9.2 | 4.5 | 0.9
CCOC(=O)C1CCCN(CC(=O)Nc2c(C(=O)OC)[nH]c3ccc(Cl)cc23)C1 (stereo unspecified) | 3.5 | . | 3.9 | 7.7 | 101.2 | 1 | 4.2 | 1713 | -3.9 | 0.8 | 1
CCOc1ccc(CNC(=O)c2ccco2)cc1 | -1.5 | -0.726 | -3.7 | -6.8 | 109.1 | 1 | -5.5 | 1182 | 11.5 | 1.7 | 0.9
CC1(C(=O)O)C=CCN1C(=O)c1ccccc1 (stereo unspecified) | 1.4 | 0.222 | 1.0 | -1.5 | 96.7 | 1.1 | 1.2 | 1556 | 12.7 | -1.5 | 0.9

The list goes on.
Key to letters – A = PPARg SRC2 recr; B = ROMK mod; C = STAT3 blocker; D = STAT1 blocker; E = STAT3 activator; F = TNAP act hi DEA; G = PPARg SRC-3 ag; H = TR-FRET SRC-2 ct; I = bIAP inhibitor; J = PPARg SRC-1 ag; K = bIAP act
Compound: c1cn(-c2ncnc3sc4c(c23)CCCC4)cn1
  A = -0.2	B = -0.605	C = -4.8	D = 6.8	E = 110.4	F = 1	G = 14.6	H = 1574	I = 3.9	J = 10.0	K = 1

Compound: O=C(O)c1ccc(-n2c(-c3ccc(Br)cc3)n[nH]c2=S)cc1
  A = 11.0	B = 0.203	C = -0.1	D = -4.5	E = 104.0	F = 1.1	G = 4.7	H = 1554	I = -2.2	J = -4.4	K = 1

Compound: Cc1cccc(CSCc2ccc(C(=O)NCC3CCCO3)o2)c1 (stereo unspecified)
  A = 0.3	B = 0.533	C = 11.6	D = -1.0	E = 100.0	F = 1	G = 8.2	H = 1649	I = 6.8	J = 3.7	K = 0.9

Compound: COc1ccc(NC(=S)Nc2ccc(S(N)(=O)=O)cc2)c(C)c1
  A = -0.5	B = 0.982	C = -3.5	D = -6.6	E = 107.7	F = 1	G = -3.1	H = 1477	I = 6.8	J = 6.3	K = 0.9

Compound: O=C(/C=C\Nc1ccc2c(c1)OCO2)c1ccc2c(c1)OCO2
  A = 3.2	B = .	C = 60.0*	D = 51.1*	E = 50.7	F = 1	G = 3.9	H = 1657	I = 20.1	J = 0.1	K = 0.8

Compound: COc1ccc(C(=O)CSc2nc3nc(C)cc(C)c3c(=O)[nH]2)cc1OC
  A = -0.6	B = .	C = 5.1	D = 1.7	E = 98.3	F = .	G = -4.5	H = 1430	I = .	J = 2.0	K = .

Compound: COc1ccc(-n2c(Cn3c(=O)sc4ccccc43)nnc2SCC(=O)N2CCCCC2)cc1
  A = 0.7	B = .	C = 8.0	D = -1.7	E = 97.4	F = 1	G = -5.3	H = 1785	I = 12.1	J = 4.2	K = 0.9

Compound: CCOC(=O)c1sc(NC(=O)c2cc3c(s2)CCC(C)C3)nc1C (stereo unspecified)
  A = 10.1	B = -0.194	C = 55.7*	D = 2.3	E = 53.9	F = 1	G = -4.1	H = 1596	I = 3.2	J = 2.6	K = 1

Compound: COc1nc(OC)nc(N2CCC(C(=O)NC3CC3)CC2)n1
  A = -5.8	B = 0.757	C = 14.7	D = 1.7	E = 94.1	F = 1	G = -1.6	H = 1567	I = -6.2	J = 2.6	K = 1.1

Compound: COc1ccc(Cn2c(CCC(=O)Nc3ccc(CC#N)cc3)nc3cccnc32)cc1
  A = 4.8	B = 0.158	C = 9.5	D = 4.5	E = 95.3	F = 1.1	G = -3.8	H = 1449	I = 8.8	J = 0.7	K = 0.9

Compound: C=CCSc1nn2c(=O)c3ccccc3nc2s1
  A = 5.3	B = .	C = 15.1	D = -37.4	E = 95.7	F = 1	G = 8.2	H = 1623	I = 3.8	J = 7.5	K = 1

Compound: COc1cccc(CC2(CO)CCCN(Cc3nc(-c4cccs4)oc3C)C2)c1 (stereo unspecified)
  A = -2.7	B = -0.967	C = 0.0	D = 5.3	E = 102.1	F = 1.1	G = 0.2	H = 1530	I = -7.3	J = 7.6	K = 1.1

Compound: Cc1ccc(C(=O)Nc2ccccc2OC(F)F)cc1
  A = 6.3	B = .	C = 7.2	D = -16.7	E = 95.3	F = 1	G = -11.2	H = 1625	I = 13.7	J = 4.0	K = 0.9
